NCI-60 one-dose screen, 48 h, at 10 µM unless noted. Numbers give growth in % (100 = growth as untreated, 0 = no growth, -100 = all killed).
PC-3 = PC-3 prostate cancer cells; 80,000 tested, 3.9% active
SF-295 = SF-295 CNS cancer cells | 79,000 tested, 5.6% active | AID 1794758
OVCAR-4 = OVCAR-4 ovarian cancer cells. 80,000 tested, 3.7% active
DU-145 = DU-145 prostate cancer; 81,000 tested, 4.2% active
SK-OV-3 = SK-OV-3 ovarian cancer cells | 80,000 tested, 3.2% active | AID 1794785
OVCAR-8 = OVCAR-8 ovarian cancer; 81,000 tested, 4.4% active
OVCAR-3 = OVCAR-3 ovarian cancer; 79,000 tested, 7% active
U251 = U251 CNS tumor cells | 80,000 tested, 5.4% active | AID 1794753
OVCAR-5 = OVCAR-5 ovarian cancer | 82,000 tested, 2.9% active
Starred values were filed as active, the others as inactive; . = not tested or not shown; [ ] = dose if it differs, or a comment. Rule for the calls: active = growth percent below 10; inactive = the rest.

SMILES | PC-3 | SF-295 | OVCAR-4 | DU-145 | SK-OV-3 | OVCAR-8 | OVCAR-3 | U251 | OVCAR-5
O=C(O)[C@@H](Cc1ccc2ccccc2c1)NC(=O)n1c2ccccc2c2ccccc21 | 27 | 12 | 44 | 19 | 40 | 21 | 6.0* | 15 | 38
CC1(C)OC2OC3C(CNCCO)OC(c4ccccc4)OC3C2O1 (stereo not given) | 97 | 119 | 108 | 122 | 105 | 104 | 117 | 103 | 109
COc1cccc(Nc2c(Br)cnc3[nH]c4ccc(Br)cc4c23)c1 | 87 | 100 | 107 | 106 | 98 | 95 | 102 | 91 | 102
CC(C)c1ccc(-n2c(=S)[nH]c3sc4c(c3c2=O)CCC(=O)C4)cc1 | 7.6* | 21 | 47 | 104 | 84 | 50 | 53 | 12 | 68
COc1ccc(-c2nc3sccn3c2-c2ccnc(NCCNS(=O)(=O)c3cccc(F)c3)n2)cc1 | 75 | 79 | 78 | 78 | 96 | 64 | 81 | 78 | 134
COc1ccc(COC=O)cc1 | 100 | 101 | 107 | 99 | 99 | 98 | 109 | 100 | 101
COc1ccc2[nH]c3nc4cnccc4cc3c2c1 | 104 | 114 | 101 | 101 | 95 | 97 | 104 | 99 | 128
COc1cccc(C2CC(=O)N(c3cc(Cl)cc(Cl)c3)C3=C2C(=O)OC3)c1 (stereo not given) | 94 | 98 | 110 | 115 | 101 | 101 | 111 | 102 | 109
Nc1ccc(S)cc1 | 103 | 98 | 116 | 102 | 106 | 114 | 110 | 104 | 108
O=C(NC1CCCCCC1)c1ccc2c(=O)n3c(nc2c1)CCCCC3 | 92 | 116 | 76 | 94 | 108 | 101 | 110 | 100 | 111
CC(C)C(NS(=O)(=O)c1ccc(N=NC2CCC(N(C)C)CC2)cc1)C(=O)NCCOCCOCC(=O)NC(CCCCNC(=O)C(CCCCNC(=O)CC(=O)Nc1ccccc1Oc1ncc(C(F)(F)F)cc1Cl)NC(=O)COCCOCCNC(=O)c1ccc(N2CCN(Cc3ccc(Cl)cc3)CC2)c([N+](=O)[O-])c1)C(=O)NCCOCCOCC(=O)NC(CCCCNC(=O)CN1CCN(CC(=O)O)CCN(CC(=O)O)CCN(CC(=O)O)CC1)C(=O)O (stereo not given) | 99 | 97 | 109 | 117 | 97 | 99 | 112 | 97 | 88
O=C1[C@H]2Cc3c([nH]c4ccccc34)[C@@H](c3ccc(Br)cc3)N2C(=O)CN1C1CCN(Cc2c(F)cccc2F)CC1 | 26 | 46 | 60 | 64 | 67 | 65 | 66 | 58 | 73
COc1cccc(NC(=O)Nc2ccc(Nc3ncnc4sc(C(=O)NCCC(=O)NO)c(C)c34)cc2)c1 | 102 | 100 | 91 | 102 | 124 | 99 | 109 | 97 | 102
COc1c(CO)cc(Cl)cc1CO | 100 | 103 | 110 | 99 | 105 | 98 | 95 | 103 | 101
O=C(Nc1ccc(N=Cc2c(O)[nH]c3ccccc23)cc1)Nc1ccc(S(=O)(=O)Nc2ncccn2)cc1 | 94 | 101 | 101 | 110 | 114 | 102 | 117 | 103 | 130
C=C(C)[C@@H]1CC[C@]2(/C=N/OCCC#N)CC[C@]3(C)[C@H](CC[C@@H]4[C@@]5(C)CC/C(=N\OCCC#N)C(C)(C)[C@@H]5CC[C@]43C)[C@@H]12 | 40 | 88 | 69 | 91 | 82 | 94 | 78 | 88 | 94
Cn1cnc2c(ncn2C2OC(CO)C(O)C2O)c1=S (stereo not given) | 92 | 104 | 100 | 128 | 105 | 103 | 128 | 104 | 101
Cc1nc(N)nc(Nc2ccc(C#N)cc2)c1Br | . | 95 | 88 | 105 | 88 | 97 | 101 | 96 | 91
Nc1nc(I)c2ncn(C3OC(CO)C(O)C3O)c2n1 (stereo not given) | 124 | . | 129 | 107 | 100 | 112 | 112 | 100 | 104
COc1ccc(C(=O)C2C3(C#N)C(=O)NC(=O)C23C#N)cc1OC (stereo not given) | 95 | 108 | 101 | 139 | 109 | 115 | 113 | 101 | 105
OC[C@H]1O[C@@H](O[C@@H]2[C@@H](CO)O[C@](O)(CO)[C@H]2O)[C@H](O)[C@@H](O)[C@H]1O | 100 | 114 | 95 | 116 | 103 | 107 | 112 | 104 | 116
CN1CCC(CN2c3ccccc3Sc3ccccc32)C1 (stereo not given) | 64 | 96 | 94 | 92 | 109 | . | 89 | 91 | 84
CSC(=CC(=O)c1ccco1)SC | 112 | 106 | 98 | 105 | 104 | 116 | 104 | . | 114
CCCCCCCCCCCCCCCn1nnnc1N | 92 | 111 | 108 | 106 | 107 | 108 | 102 | 102 | 96

Some of the entries so far, tab-delimited:
SMILES	PC-3	SF-295	OVCAR-4	DU-145	SK-OV-3	OVCAR-8	OVCAR-3	U251	OVCAR-5
C=C(C)[C@@H]1CC[C@]2(/C=N/OCCC#N)CC[C@]3(C)[C@H](CC[C@@H]4[C@@]5(C)CC/C(=N\OCCC#N)C(C)(C)[C@@H]5CC[C@]43C)[C@@H]12	40	88	69	91	82	94	78	88	94
Cn1cnc2c(ncn2C2OC(CO)C(O)C2O)c1=S (stereo not given)	92	104	100	128	105	103	128	104	101
Cc1nc(N)nc(Nc2ccc(C#N)cc2)c1Br	.	95	88	105	88	97	101	96	91
Nc1nc(I)c2ncn(C3OC(CO)C(O)C3O)c2n1 (stereo not given)	124	.	129	107	100	112	112	100	104

Three entries already listed, ordered by length of the SMILES, smallest number first.
SMILES | PC-3 | SF-295 | OVCAR-4 | DU-145 | SK-OV-3 | OVCAR-8 | OVCAR-3 | U251 | OVCAR-5
CSC(=CC(=O)c1ccco1)SC | 112 | 106 | 98 | 105 | 104 | 116 | 104 | . | 114
OC[C@H]1O[C@@H](O[C@@H]2[C@@H](CO)O[C@](O)(CO)[C@H]2O)[C@H](O)[C@@H](O)[C@H]1O | 100 | 114 | 95 | 116 | 103 | 107 | 112 | 104 | 116
C=C(C)[C@@H]1CC[C@]2(/C=N/OCCC#N)CC[C@]3(C)[C@H](CC[C@@H]4[C@@]5(C)CC/C(=N\OCCC#N)C(C)(C)[C@@H]5CC[C@]43C)[C@@H]12 | 40 | 88 | 69 | 91 | 82 | 94 | 78 | 88 | 94

(list continues)
SMILES | PC-3 | SF-295 | OVCAR-4 | DU-145 | SK-OV-3 | OVCAR-8 | OVCAR-3 | U251 | OVCAR-5
O=C1OC(=O)C2C1C1(Cl)C(Cl)=C(Cl)C2(Cl)C2C(=O)OC(=O)C21 (stereo not given) | 98 | 105 | 101 | 116 | 102 | 100 | 112 | 101 | 106
Cc1ccc2oc(=O)cc(-c3cc(-c4cc5ccccc5oc4=O)nc(N)c3C#N)c2c1 | 69 | 63 | 8.3* | 62 | 79 | 61 | 77 | 54 | 101
C#CC1(OCC2CN(c3ccccc3)C(=O)O2)CCCCC1 (stereo not given) | 102 | 96 | 101 | 105 | 87 | 96 | 102 | 96 | 94
CCOC(=O)NC(C)(C)CC(C)(C)C | 102 | . | 108 | 121 | 106 | 109 | 113 | 108 | 95
Nc1nc(-c2cc(Cl)cc(Cl)c2)cc(-c2cc3ccccc3oc2=O)n1 | . | 109 | . | 106 | 94 | 109 | 96 | 102 | 105
O=C(O)c1cn(C2CC2)c2cc(N3CCN(C(=O)CO[N+](=O)[O-])CC3)c(F)cc2c1=O | 96 | 104 | 109 | 108 | 107 | 106 | 105 | 102 | 114
O=c1[nH]nc(-c2ccccc2)c2c(-c3ccccc3)n[nH]c12 | 81 | 97 | 108 | 101 | 82 | 94 | 103 | 85 | 95
COc1ccc(/C=C2\SC(=O)NC2=NCCCO)cc1OC | . | 94 | 104 | 109 | 96 | 98 | 103 | 101 | 101
Cc1ccc(C2=NN(C=O)C(c3cn(-c4ccccc4)nc3-c3ccc(Cl)cc3)C2)cc1 (stereo not given) | 82 | 96 | 105 | 93 | 86 | 72 | 116 | 85 | 85
CCCCCCOc1ccc(C(=N)N(CCCC)CCCC)c2ccccc12 | -84* | -89* | -96* | -92* | -96* | -75* | -94* | -78* | -94*
C[PH+](c1nc2ccccc2nc1[PH+](C)C(C)(C)C)C(C)(C)C.C[PH+](c1nc2ccccc2nc1[PH+](C)C(C)(C)C)C(C)(C)C.[Au+].[Cl-] (stereo not given) | -84* | -88* | -100* | -100* | -100* | -54* | -100* | -87* | -100*
NNC(=O)c1oc2nc(-c3cnccn3)cc(-c3cccs3)c2c1N | 95 | 103 | 111 | 105 | 106 | 101 | 122 | 107 | 112
Cc1cc2nc3ccccc3n2c2cc(OCCCCl)ccc12 | 80 | 92 | 101 | 108 | 83 | 87 | 101 | 87 | 92
COc1cc(C)c2c(=O)c3c(oc2c1)C(=O)c1c(O)c(OC)cc(O)c1C3=O | -8.3* | 26 | 1.8* | 27 | 9.2* | . | 5.0* | 11 | -4.7*
Cc1nn(-c2nc(-c3cc4ccccc4oc3=O)cs2)c(C)c1N=Nc1ccc(F)cc1 | 104 | 103 | 110 | 91 | 107 | 108 | 107 | 89 | 108
O=C(O)CN1CCc2c(sc3ncnc(N/N=C/c4cccc5ccccc45)c23)C1 | 103 | 100 | 109 | 119 | 109 | 100 | 117 | 97 | 102
COc1ccc(-c2cc(-c3cccs3)[nH]c(=O)c2C#N)cc1 | 96 | 92 | 96 | 114 | 104 | 96 | 117 | 101 | 108
CCN(CC)CCCC(C)Nc1c2c(nc3ccc(OC)cc13)CCCC2 (stereo not given) | 99 | 78 | 103 | 111 | 119 | 105 | 102 | 105 | 90
CC1(C)CC[C@]2(C(=O)O)CC[C@]3(C)C(=CC[C@@H]4[C@@]5(C)C/C(=C/c6cccnc6)[C@H](O)C(C)(C)[C@@H]5CC[C@]43C)[C@@H]2C1 | 4.9*[100 µM] | -7.2*[100 µM] | . | 5.4*[100 µM] | 1.3*[100 µM] | 13[100 µM] | -15*[100 µM] | -8.7*[100 µM] | -2.1*[100 µM]
CCn1c(N)nc2c1c(=O)n(C)c(=O)n2C | 86 | 114 | 111 | 121 | 99 | 92 | 109 | 96 | 105
O=C1Nc2ccc(Br)cc2C12CC(c1ccccc1)=NN2 (stereo not given) | 29 | . | 67 | 70 | 48 | 61 | 24 | . | 82
CCn1c(SCC(=O)c2ccc(Cl)cc2)nnc1-c1ccncc1 | 98 | 100 | 91 | 105 | 115 | 104 | 115 | 104 | 108
O=S(=O)(NCCNc1nccc(-c2c(-c3cccc(O)c3)nc3occn23)n1)c1ccc(Cl)cc1 | 96 | 114 | 126 | 111 | 100 | 105 | 113 | 110 | 143
CC(=O)OCCCC1CO1 (stereo not given) | 97 | 93 | 97 | 109 | 98 | 102 | 108 | 98 | 105
c1ccc2c(c1)Cc1ccccc1O2 | 86 | 98 | 103 | 106 | 96 | 95 | 115 | 95 | 102
CCOC(=O)c1ccc(Nc2ncnc3c2cnn3-c2cccc(F)c2)cc1 | 97 | 100 | 100 | 106 | 120 | 98 | 112 | 98 | 97
COC(=O)Nc1nc2ccc(C(=O)c3cccc(I)c3)cc2[nH]1 | 21 | 12 | 28 | 5.9* | 30 | 6.5* | -5.1* | 14 | 29
COc1ccc(-c2ncc(-c3ccccc3)[nH]2)cc1 | 71 | 86 | 92 | 71 | 114 | 102 | 99 | 70 | 108
CCOC(=O)COc1ccc2c(=O)cc(-c3ccccc3)oc2c1 | 92 | 101 | 114 | 120 | 106 | 101 | 122 | 99 | 99
CC(=O)Nc1nc(C)c(C(=O)NNC(=O)NC2CCCCC2)s1 | . | 99 | 117 | 118 | 109 | 114 | 118 | 99 | 114
O=C1Nc2ccc(Br)cc2C1Cc1c(O)[nH]c2ccc(Br)cc12 (stereo not given) | 105 | 113 | 115 | 106 | 114 | 104 | 112 | 98 | 111
N=C(N)c1ccc(-c2ccc(-c3cccs3)o2)nc1 | 74 | 90 | 76 | 105 | 103 | 97 | 116 | 88 | 88

Screening results: PubChem, NCI
